Compound activity (PubChem)
Avidin bead fluor: compound fluoresces at 488/530 nm on avidin beads | compound fluorescence 488/530 nm, flow cytometry; active compounds read high | 0.38% of 220,000 active | AID 1775 | fluorescence (KMESF) at 10 µM; in the data active = fluorescence above about 47; also: inactives centre near 10
Pf gametocyte: kills late stage P. falciparum gametocytes | 0.065% of 150,000 active | inhibition, % at 10.9 µM | P. falciparum stage V gametocytes, ATP luminescence, 24 h | AID 743093;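 active = inhibition above the mean plus 3 SD of compounds within the control limits, set per campaign, cut at about 38% in these data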;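 also: 0% = DMSO wells and 100% = medium only without gametocytes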
* marks the source's active call; other numbers are inactive results. Not all compounds are listed (hit frequency here may not be typical).

SMILES	Avidin bead fluor	Pf gametocyte
O=C(Nc1ccc(Cl)cc1)N1CCSC1=NCc1ccccc1	5	14
CCOC(=O)c1sc(=S)n(CC)c1NC(=O)c1ccccc1	14	-16
CC(NCc1cccc(S(=O)(=O)N(C)C)c1)c1ccc(F)cc1 (stereo not drawn)	3	9
O=C(NNC1CC(=O)N(c2ccccc2)C1=O)c1ccccc1Cl (stereo not drawn)	8	-8
NC(=O)c1cnn2c(-c3cccc(C(F)(F)F)c3)ccnc12	8	-13
CCCCC(=O)Nc1cccc(NC(=O)c2cccnc2Cl)c1	8	13
O=c1[nH]cc(N2CCCCCC2)c(=O)[nH]1	5	8
Cc1ccccc1C(=O)Nc1ccc(O)c2c(=O)cc(-c3ccccc3Cl)oc12	7	12
NNC(=O)c1cncc(Br)c1	4	8
O=C(O)c1ccc(N2C(=O)/C(=C\c3ccccc3)N=C2c2ccccc2)cc1	10	-12
CCCCOC(=O)CCc1c(C)n[nH]c1C	4	3
COc1ccc(NS(=O)(=O)c2cc(NC(=O)c3ccc(C)s3)ccc2N2CCOCC2)cc1	6	9
CCS(=O)(=O)Nc1cc(OC)c(OC)cc1Cc1nccc2cc(OC)c(OC)cc12	23	-8
CCN1CCN(c2nc(Nc3ccc(OC)cc3)nc(N)c2[N+](=O)[O-])CC1	14	-15
CN(c1ccccc1)S(=O)(=O)c1cccc(C(=O)Nc2nn[nH]n2)c1	5	-18
NC(=O)c1ccsc1NC(=O)COC(=O)/C=C/c1ccc([N+](=O)[O-])cc1	4	-12
CC(=O)Nc1nc(C)c(Oc2cccc(C(F)(F)F)c2)c(=O)[nH]1	5	3
c1ccc(Nc2ccnc(Nc3ccccc3)n2)cc1	11	-5
O=S(=O)(NCCc1csc(-c2ccccc2)n1)c1cccnc1	5	10
CS(=O)(=O)NCCCNc1ccc(C(F)(F)F)cc1[N+](=O)[O-]	8	-18
Cc1cc(C(=O)Nc2nc3ccc(Cl)cc3s2)nn1C	7	-20
Cc1ccc(NC(=O)CNCCCN2CCOCC2)cc1S(=O)(=O)N1CCCCC1	5	-15
COc1ccc(C=O)cc1CSc1ccccn1	6	16
COC(=O)c1cc(NC(=O)c2c(-c3c(Cl)cccc3Cl)noc2C)ccc1N1CCOCC1	5	12
CC(C)Cn1cnc2c(c1=N)C(c1ccccc1)C1=C(CC(C)(C)CC1=O)O2 (stereo not drawn)	3	5
Cc1[nH]c(=S)c(C#N)c(C)c1CCC#N	8	19
O=C1C2C3C=CC(C2C(=O)N1c1ccc(O)cc1)C1C2C(=O)N(c4ccc(O)cc4)C(=O)C2C31 (stereo not drawn)	7	7
COc1cc(/C=C2\SC(=S)N(C(C(=O)O)c3ccccc3)C2=O)cc(OC)c1OC (stereo not drawn)	6	-10
COC(=O)Nc1ccc(S(=O)(=O)N2CCCC(C(=O)N3CCOCC3)C2)cc1 (stereo not drawn)	5	3
CCOc1ccsc1C(=O)O	5	-10
COc1ccc(CCn2cnc3c([nH]c4ccccc43)c2=O)cc1	7	4
Cc1cc(NC(=O)CSc2nccn2C)n(-c2ccccc2)n1	10	-6
O=C1CCCC/C1=C\Nc1ccc(C(=O)O)c(O)c1	5	-8
O=C(N/N=C/c1ccco1)c1ccc2nc[nH]c2c1	7	-4
CC(C)c1ccc(/C=N/NC(=O)c2ccccn2)cc1	7	-1
O=C(c1ccc(F)cc1)n1c(=S)nc2ccccn21	5	-24
FC(F)(F)c1ccc(CSc2ccccn2)cc1	8	13
Cc1ccccc1N1CC(=O)Nc2c(oc3nc(-c4ccccc4)cc(C)c23)C1=O	6	-18
COc1ccc(-c2nn(C)c(=O)[nH]2)cc1	6	-21
COC(=O)C1=C(C)NC2=C(C(=O)c3ccccc32)C1c1cccc(OC)c1 (stereo not drawn)	8	16
O=C(O)CCNS(=O)(=O)c1cccc(Br)c1	12	13
CC(C)C[C@@H](CSc1ccc(Br)cc1)N1CCN(CCc2ccccc2)CCC1=O	11	-2
O=C(NC1CCCCC1)c1cc(F)cc2c1OCOC2	5	17
CCCn1c(=O)c(C(=O)N/N=C/c2ccc(F)cc2)c(O)c2ccccc21	5	-34
NC(=S)Nc1cc(Cl)ccc1Cl	15	-7
CCOc1ccc(/C=C2\SC(=S)N(NC(=O)c3ccncc3)C2=O)cc1OC	8	-22
O=C(Nc1cc(S(=O)(=O)Nc2ccccc2Cl)ccc1O)c1cc2c(s1)CCCC2	7	-15
O=C(Nc1ccncc1)C1CCC(CNS(=O)(=O)c2cccc3nsnc23)CC1 (stereo not drawn)	5	-8
CCOC(=O)C1=C(c2ccccc2)Nc2ncnn2C1c1ccc(O)cc1 (stereo not drawn)	3	-12
Nc1c(C(=O)c2ccc(Cl)cc2)sc2nsc(SCCN3CCOCC3)c12	9	-17

Additional entries:
SMILES	Avidin bead fluor	Pf gametocyte
CCCCn1c(=O)[nH]c(=O)c2c1nc(-c1ccc(-c3ccc(F)cc3)o1)n2C	17	-5
COc1ccc(NC(=O)Nc2ccc3nonc3c2)cc1	7	1
COc1ccc(C(=O)COc2ccc3ccc(=O)oc3c2)cc1	8	11
Cc1ccc(F)cc1NC(=O)N1c2ccccc2NC(=O)CC1C (stereo not drawn)	11	-10
O=C(COc1ncnc2ccccc12)Nc1cc([N+](=O)[O-])ccc1F	13	-2
O=C1CCCC/C1=C\Nc1ccc(S(=O)(=O)Nc2cnc3ccccc3n2)cc1	6	7
CC(=O)C1=C(Nc2ccccc2)CC(C)(O)C(C(C)=O)C1c1ccccc1 (stereo not drawn)	7	3
CCOc1ccc(Nc2nc(N)nc(CSC(=S)N3CCOCC3)n2)cc1	8	-4
CC(=O)c1c(C)[nH]c(C(=O)Nc2ccc(C)c(S(=O)(=O)Nc3ccc(C)cc3C)c2)c1C	8	-5
O=C(c1cc(Cl)cc(Cl)c1)N1CCN(c2cc(C(F)(F)F)nc3ccccc23)CC1	6	-46
N#Cc1c(SCC(=O)O)nc(N2CCOCC2)c2c1CCCC2	8	-3
COc1ccccc1N/N=C1\COC(C)(C)CC1=O	8	-8
FC(F)(F)Sc1ccc(NC(=S)NCc2ccccc2)cc1	20	-18
Cc1cc(=O)[nH]c(N/N=C/c2ccc(Cl)c([N+](=O)[O-])c2)n1	4	-13
NC1=NC(c2ccc(Cl)cc2)C(C(=O)c2ccccc2)N1 (stereo not drawn)	5	9
S=c1[nH]nc([C@@H]2C[C@H]2c2ccccc2)n1-c1ccccc1Cl	8	14
O=C(N/N=C/c1c(Cl)nc2ccccn2c1=O)c1cccnc1	6	-11
Cc1cc(/C=C2\C(=O)NN(c3ccccc3)C2=O)c(C)n1-c1ccccc1O	6	-13
CCOc1cc(C(F)(F)F)cnc1/C(N)=N/O	2	2
COc1ccc2[nH]c(=O)c(CNc3ccccc3C)cc2c1	7	3
C/C(=N\N=C(/N)c1nonc1N)c1ccc2c(c1)OCO2	6	-21
CC(=O)c1sc(-c2ccccc2)cc1NS(=O)(=O)c1ccc(C)cc1	8	27
COc1ccc(C(=O)NN/C(=N/S(=O)(=O)c2ccc(C)cc2)c2ccccc2)cc1	2	8
Nc1nnc(CC(=O)Nc2ccccc2)s1	8	11
Cc1ccc(NC(=O)CCC(=O)c2cccs2)c(O)c1	12	-4
Cc1nn(C(C)C)c(C)c1[C@@H]1C[C@H]2CN(Cc3cccc(Cl)c3)C(=O)[C@]23CCCN13	3	-30
CCN(CC)CCn1c(=O)n(-c2ccc(Cl)cc2)c(=O)c2c3c(sc21)CN(C)CC3	8	7
Cc1ccnc(NS(=O)(=O)c2ccc(NC(=O)/C=C/c3ccccc3)cc2)n1	6	15
Cc1nc(NS(=O)(=O)c2ccccc2)sc1C(=O)N/N=C/c1ccccc1	4	13
N/C(Cc1ccc(Cl)c(Cl)c1)=N\OC(=O)c1ccc(Br)o1	7	10
Cc1ccc(C)n1-c1nn(S(=O)(=O)c2ccccc2)c2cccc(F)c12	7	-12
COc1ccc(N2CC(O)=C(c3nc(-c4ccccc4)cs3)C2=N)cc1	11	25
COCCCNC(=S)N/N=C/c1ccc(O)cc1	7	2
CCc1ccccc1N1CN(Cc2cccnc2)CNC1=S	5	25
COc1ccc(C(=O)C(Sc2nnc(C)c(=O)[nH]2)c2ccc(OC)cc2)cc1 (stereo not drawn)	7	14
OC1=C(O)c2nc3cc(F)ccc3nc21	6	-33
CCCN(CCC)S(=O)(=O)c1nc2nc(C)cc(C)n2n1	5	4
CC(C)c1ccc(NC(=O)C2=NNC(=O)CC2)cc1	6	-21
Cc1cccc(Nc2nc(N)nc(-c3oc4ccccc4c3C)n2)c1	5	-14
COc1ccc(C2C(C(=O)O)c3ccccc3C(=O)N2Cc2ccco2)cc1 (stereo not drawn)	6	19

In a second layout: 4 of the compounds above
Compound: CCN(CC)CCn1c(=O)n(-c2ccc(Cl)cc2)c(=O)c2c3c(sc21)CN(C)CC3
  Avidin bead fluor: 8
  Pf gametocyte: 7

Compound: O=C(c1ccc(F)cc1)n1c(=S)nc2ccccn21
  Avidin bead fluor: 5
  Pf gametocyte: -24

Compound: CCc1ccccc1N1CN(Cc2cccnc2)CNC1=S
  Avidin bead fluor: 5
  Pf gametocyte: 25

Compound: N/C(Cc1ccc(Cl)c(Cl)c1)=N\OC(=O)c1ccc(Br)o1
  Avidin bead fluor: 7
  Pf gametocyte: 10

The list goes on.
SMILES	Avidin bead fluor	Pf gametocyte
CCN1CCN(C(c2cccs2)C(C)NC(=S)Nc2cc(C)ccc2C)CC1 (stereo not drawn)	8	4
O=C(Nc1ccc(F)cc1F)c1c(C(F)(F)F)ccnc1Oc1cccc(C(F)(F)F)c1	3	-14
CC1(OC(=O)CCc2ccccc2)C(=O)C=C2C=C(c3ccc(C#N)cc3)N(C3CCCC3)C=C2C1=O (stereo not drawn)	11	6
Cc1cc(-c2n[nH]c(=S)n2/N=C/c2c[nH]c3ccccc23)n[nH]1	10	-40
Nc1nonc1OCCN1CCN(c2ccc([N+](=O)[O-])c3cccnc23)CC1	9	12
CCN(CC)c1ccc([C@H]2[C@@H]3CCCC[C@]3(O)CCN2CC(=O)NCc2ccco2)cc1	9	11
O=C(Nc1cc(=O)[nH]c2ncnn12)c1ccco1	7	9
CC(C)c1ccc(CN(C(=O)/C=C/c2ccco2)C2CCS(=O)(=O)C2)cc1 (stereo not drawn)	3	14
CCSc1nnc(NC(=O)Cn2cnc3ccccc3c2=O)s1	3	-42
O=C1/C(=C/c2cccs2)SC(=S)N1N1CCOCC1	7	-15
Cn1nccc1NC(=O)CC(CC(=O)O)c1ccccc1 (stereo not drawn)	5	-6
Cc1ccc(-c2noc(-c3cc(C(C)(C)C)nn3Cc3ccccc3)n2)cc1	7	0
Clc1ccc(-c2noc(CN3CCOCC3)n2)cc1	6	-24
CCc1ccc(C(=O)/C=C/Nc2ccc(S(=O)(=O)Nc3cnc4ccccc4n3)cc2)cc1	8	0
NC(=O)c1ccsc1NC(=O)COC(=O)C1CC2CCCC(C1)C2=O (stereo not drawn)	3	11
CCOC(=O)C1=C(O)/C(=C\c2ccc(O)c(OCC)c2)N=C1C	5	-25
CC(=O)c1sc(-c2ccc(Cl)cc2)cc1N	6	24
O=C(CCCN1C(=O)/C(=C/c2ccco2)SC1=S)Nc1ccccc1C(=O)O	5	0
Cc1ccc2nc(NCC(N)=O)nc(-c3ccccc3)c2c1	7	14
C/C(=N/NC(=O)c1ccccn1)c1ccc(O)cc1	5	11
O=C(CN1CCCC1)Nc1ccccc1C(=O)c1ccccc1	4	-4
CNC(=O)/C(C#N)=C/c1ccc(-c2nc3ccccc3s2)o1	6	5
CC(=O)NS(=O)(=O)c1ccc(NC(=O)CSc2ccccc2)cc1	5	6
COc1ccc2[nH]c(=O)c(CNc3ccccc3OC)cc2c1	6	-29
O=c1oc(-c2ccccc2F)nc2scc(-c3ccccc3)c12	3	-4
CCCCC1=CC2=C(c3ccco3)C(=O)C(C)(OC(=O)c3ccc(OC)cc3)C(=O)C2=CN1CCc1ccccn1 (stereo not drawn)	9	19
O=C(O)CN1C(=O)NC2(CCOc3ccccc32)C1=O (stereo not drawn)	8	7
CC1=CC(c2ccccc2)n2nnnc2N1 (stereo not drawn)	8	2
NS(=O)(=O)c1ccc(NNC(=O)c2sccc2Cl)cc1	6	11
Cc1ccccc1-n1nnnc1SCC(=O)c1c(N)n(C)c(=O)n(C)c1=O	4	-10
CC(C)(C)c1cc[n+](-c2[nH]c(=O)sc2/C=N/NC([S-])=Nc2ccccc2)cc1	33	-13
COc1cccc(-c2ccc3c(N)c(C(=O)NC4CC4)sc3n2)c1	8	3
CN(Cc1ccccc1)c1nc2nonc2nc1N1CCCC(CN2CCCC2=O)C1 (stereo not drawn)	4	-29
Cn1c(S(=O)(=O)c2ccc([N+](=O)[O-])cc2)nc(Br)c1Br	9	13
CCOC(=O)c1nnn2c3ccccc3c(=O)n(C)c12	8	-12
Cc1noc(C)c1C(=O)N1CCN(S(=O)(=O)c2cccc(Cl)c2Cl)CC1	5	18
CC(C)(C#N)NC(=O)C(=O)c1c(-c2ccccc2)cc2ccccn12	8	14
c1ccc(Nc2cccc3c(Nc4ccccc4)cccc23)cc1	7	1

6 compounds already listed, ordered by formula weight, descending.
SMILES	Avidin bead fluor	Pf gametocyte
CN(Cc1ccccc1)c1nc2nonc2nc1N1CCCC(CN2CCCC2=O)C1 (stereo not drawn)	4	-29
Cc1noc(C)c1C(=O)N1CCN(S(=O)(=O)c2cccc(Cl)c2Cl)CC1	5	18
CC(C)(C)c1cc[n+](-c2[nH]c(=O)sc2/C=N/NC([S-])=Nc2ccccc2)cc1	33	-13
Cc1ccccc1-n1nnnc1SCC(=O)c1c(N)n(C)c(=O)n(C)c1=O	4	-10
CC(C)(C#N)NC(=O)C(=O)c1c(-c2ccccc2)cc2ccccn12	8	14
c1ccc(Nc2cccc3c(Nc4ccccc4)cccc23)cc1	7	1
